Bioassay records deposited in PubChem by National Center for Advancing Translational Sciences (NCATS).
p53 reactivation = restores transcriptional activity of mutant p53; H1299 p53-A138V BP100-luciferase reporter, luminescence, 24 h; Potency, µM (titrated, usually from 92.2 µM), for inactives: at the highest dose activity change, positive = activation, usual class: activators; hit rate 0.063% among 320,000; also: potency is read from the fitted curve at half-maximal effect; % of control where 0% means no effect; nearly all actives have a fitted effect of over 45% in size
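p53-null H1299 cells stably carrying temperature-sensitive p53-A138V and a BP100-luciferase reporter were pinned with compounds (4-point, 1:5 series) and held 24 hrs at 37 deg C. Luminescence was read 10 min after detection reagent.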
ELG1 genotoxic = genotoxicity induction in ELG1-luciferase HEK293T cells; HEK293T ELG1-luciferase reporter, luminescence, 16 h; Potency, µM (titrated, usually from 46 µM), for the others: top-dose activity change, positive = activation, hits mostly activators; hit rate 1.3% among 330,000; also: potency is read from the fitted curve at half-maximal effect; % of control where 0% means no effect; nearly all actives have a fitted effect of over 60% in size
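HEK293T cells expressing luciferase-tagged ELG1 were treated with compound or DMSO for 16 hr at 37°C. Luciferase activity was then read after 30 min with ONE-Glo at room temperature; rising signal flags genetic stress.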
BRCA1 expr act = BRCA1 expression activation | hit rate 1.1% among 380,000 | MCF7-BRCA1-FFLuc reporter, luminescence, 48 h; response scale: scaled: vehicle 0%, 10 µM genistein 100% | AID 624202 | Potency, µM (titrated, usually from 46.1 µM), for the others: top-dose activation, most hits filed as activators; also: potency is read from the fitted curve at half-maximal effect; nearly all actives have a fitted effect of over 80% in size; some results filed as inactive show a strong effect at the top dose
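Compounds are tested at multiple concentrations on MCF7 BRCA1-luciferase reporter cells seeded at 2000 per well; after 48 h, a single luminescence end-point is taken and curves fitted to the normalized data.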
Rab9 prom act = Rab9 promoter activation; Huh7 Rab9 promoter-luciferase reporter, luminescence, 24 h; Potency, µM (titrated, usually from 9.22 µM), inactives show at the highest dose activation, negative = inhibition, usual class: activators; AID 485297; hit rate 2.8% among 320,000; also: potency is read from the fitted curve at half-maximal effect; % of control where 0% means no effect; nearly all actives have a fitted effect of over 60% in size
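Quantitative HTS format; Huh7 Rab9-luciferase reporter cells (1500/well) receive compound 2 h post-plating, incubate 24 h at 37 °C, then get luciferase reagent for 10 min before luminescence reading.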
PKM2 act = increases activity of human pyruvate kinase M2; P14618; purified PKM2, Kinase-Glo ATP luminescence, activation; response scale: 0% is enzyme alone, no compound; Potency, µM (doses to about 57.5 µM), without a hit: at the top dose activation, most hits filed as activators; hit rate 0.34% among 260,000; AID 1631; also: potency is read from the fitted curve at half-maximal effect; % is scaled to controls: 0 for no effect and ±100 for the full control effect; nearly all actives have a fitted effect of over 55% in size
Target sequence (P14618 whole entry, looked up): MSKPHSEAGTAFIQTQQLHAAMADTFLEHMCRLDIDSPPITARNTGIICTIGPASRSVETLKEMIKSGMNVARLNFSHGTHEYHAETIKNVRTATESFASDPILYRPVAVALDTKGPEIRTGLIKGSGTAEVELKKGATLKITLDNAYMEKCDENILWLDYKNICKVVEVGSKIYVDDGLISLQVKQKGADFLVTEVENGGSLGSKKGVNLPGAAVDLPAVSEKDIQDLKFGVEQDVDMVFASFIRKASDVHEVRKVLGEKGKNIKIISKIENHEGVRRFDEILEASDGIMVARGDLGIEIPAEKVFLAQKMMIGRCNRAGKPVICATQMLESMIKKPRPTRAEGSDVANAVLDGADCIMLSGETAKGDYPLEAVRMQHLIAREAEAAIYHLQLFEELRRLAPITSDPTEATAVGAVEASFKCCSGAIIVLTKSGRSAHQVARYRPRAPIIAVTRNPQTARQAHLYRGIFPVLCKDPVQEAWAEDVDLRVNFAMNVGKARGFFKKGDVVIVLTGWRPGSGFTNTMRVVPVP
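Purified hPK-M2 (>95% pure) converted ADP (0.1 mM final) to ATP with 0.5 mM PEP in 50 mM imidazole pH7.2, KCl, MgCl2, Tween 20, BSA; 1 h at room temperature. ATP detected by Kinase-Glo luminescence.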
RORg inh = ROR gamma (mouse) transcription inhibition. Potency, µM (highest dose often 53.6 µM), without a hit: at the top dose activity change, negative = inhibition, actives largely listed as inhibitors. P51450. Drosophila S2 Gal4-RORgamma UAS-luciferase reporter, 20 h. hit rate 5.4% among 310,000; also: potency is read from the fitted curve at half-maximal effect; % is scaled to controls: 0 for no effect and ±100 for the full control effect; nearly all actives have a fitted effect of over 60% in size
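In this cell-based reporter format, copper sulfate (700 uM final) drives Gal4–ROR gamma fusion expression from a metallothionein promoter in Drosophila Schneider cells; compounds preincubated 1 hr, reporter read after 20 hr at ambient temperature.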
Menin-MLL TR inh = menin-MLL binding inhibition, Texas Red mutant peptide. O00255. Menin + Texas Red MLL mutant peptide, fluorescence polarization. Potency, µM (titrated, usually from 61.6 µM), inactives show at the highest dose FP activity change, negative = inhibition, usual class: inhibitors. hit rate 0.23% among 270,000. AID 1768; active = well fitted inhibition curve with a large enough effect in the polarisation, with a control signal flat, not every such curve was filed as active; inconclusive = small, poorly fitted or top-dose-only effect, or effect the other way, or a change in a side signal; inactive = no such curve, though single readings can be large or run the other way; the % refers to the polarisation; also: potency is read from the fitted curve at half-maximal effect; % of control where 0% means no effect; many of its hits are not listed in these tables
VP16 counter = Gal4-VP16 reporter inhibition counter-screen | hit rate 3.5% among 310,000 | Drosophila S2 Gal4-VP16 UAS-luciferase, luminescence, 20 h | Potency, µM (doses to about 53.6 µM), for inactives: at the top dose activity, negative = inhibition, most hits filed as inhibitors;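 also: Gal4-VP16 expression switched on by copper sulfate through the metallothionein promoter; potency is read from the fitted curve at half-maximal effect; % is scaled to controls: 0 for no effect and ±100 for the full control effect; nearly all actives have a fitted effect of over 50% in size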
Giardia kill = kills Giardia lamblia; activity change, % at 7.66 µM, hits read low; Giardia lamblia trophozoite viability; hit rate 0.15% among 340,000; in the data active = activity change below about -80%; inconclusive = between about -30% and that limit;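 also: parasites exposed to compound for two days anaerobically before the ATP read; % is scaled to controls: 0 for no effect and ±100 for the full control effect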
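Luminescent ATP signal served as the viability read-out, measured 15-30 min after adding ATP detection reagent to trophozoites that had been incubated with compounds for 48 hrs at 37 deg C anaerobically at 100 cells/well.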
FLuc counter = inhibits or activates purified firefly luciferase, miR-21 counter-screen | AID 588342 | P08659 | hit rate 6.9% among 360,000 | purified FLuc, Km substrates, luminescence inhibition | Potency, µM (titrated, usually from 57.5 µM), inactives show at the top dose activity change, negative = inhibition, actives largely listed as inhibitors;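 also: potency is read from the fitted curve at half-maximal effect; plate controls were vehicle for no effect and reference inhibitor for full effect; nearly all actives have a fitted effect of over 55% in size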
Target sequence (P08659 whole entry, looked up): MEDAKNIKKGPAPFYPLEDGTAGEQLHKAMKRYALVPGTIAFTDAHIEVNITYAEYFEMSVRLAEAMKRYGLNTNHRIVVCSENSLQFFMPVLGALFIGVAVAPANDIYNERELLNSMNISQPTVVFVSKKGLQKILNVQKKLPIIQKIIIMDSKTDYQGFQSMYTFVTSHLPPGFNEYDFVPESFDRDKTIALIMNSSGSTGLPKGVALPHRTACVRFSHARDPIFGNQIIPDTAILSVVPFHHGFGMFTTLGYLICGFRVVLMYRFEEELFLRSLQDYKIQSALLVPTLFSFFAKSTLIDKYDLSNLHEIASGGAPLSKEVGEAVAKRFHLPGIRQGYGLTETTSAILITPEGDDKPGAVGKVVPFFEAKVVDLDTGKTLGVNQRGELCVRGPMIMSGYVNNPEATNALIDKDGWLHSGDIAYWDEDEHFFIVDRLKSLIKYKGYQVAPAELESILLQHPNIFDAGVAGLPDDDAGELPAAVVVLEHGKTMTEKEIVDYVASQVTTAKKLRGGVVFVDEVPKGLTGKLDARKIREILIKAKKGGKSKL
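Purified P. pyralis luciferase, 10 nM final, with Km-level 10 uM D-luciferin and 10 uM ATP in 50 mM Tris acetate pH 7.5, 10 mM Mg acetate, 0.01% Tween-20, 0.05% BSA; 6-point qHTS titration about 60 µM downward; luminescence read.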
NPC1 promoter act = activators of NPC1 promoter; Huh7 NPC1 promoter luciferase reporter, 24 h; Potency, µM (titrated, usually from 9.22 µM), without a hit: at the highest dose activation, actives largely listed as activators; hit rate 2.4% among 320,000; AID 485313;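 also: potency is read from the fitted curve at half-maximal effect; % of control where 0% means no effect; nearly all actives have a fitted effect of over 60% in size; reporter is driven by a mutant NPC1 promoter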
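Readout is luciferase luminescence, reflecting NPC1 promoter activation in stably transfected Huh7 cells after 24 h compound exposure at 37 °C in reduced-serum medium with 10% FBS.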
* marks the source's active call; other numbers are inactive results; u = inconclusive; x = not tested or not shown; [ ] = remark or other dose. Unless noted, calls follow the shape of the dose curve; as a rule, active = well fitted curve in the direction sought with a large enough effect; inconclusive = small, poorly fitted or top-dose-only effect, or another doubt; inactive = no such curve, though single readings can be large; an effect the other way counts as inactive or inconclusive. Only part of the results is shown (hit frequency here may not be typical).

SMILES | p53 reactivation | ELG1 genotoxic | BRCA1 expr act | Rab9 prom act | PKM2 act | RORg inh | Menin-MLL TR inh | VP16 counter | Giardia kill | FLuc counter | NPC1 promoter act
N#Cc1cccc(NC(=O)Nc2cccs2)c1 | -2% | -1% | 15% | 15% | 4% | 1% | u | -1% | -16 | 15µM* | 19%
O=C(CCCOc1ccccc1)Nc1cccnc1 | 6% | 2% | 9% | -1% | 0% | 41% | 0% | 24% | -16 | -1% | -4%
COc1ccccc1CNC(=O)C1(C)Oc2cccnc2NC1=O (configuration not stated) | 21% | -4% | -5% | 10% | -19% | 1% | 3% | -25% | -9 | -2% | -1%
CC(C)c1ccccc1NCC(=O)N1CCN(Cc2ccccc2)CC1 | -1% | -8% | 9% | 0% | x | -5% | -14% | 14% | 8 | -1% | 0%
CC(C)NC(=O)c1c(O)c2cccc3c2n(c1=O)CCC3 | x | 0% | -27% | 4% | 1% | u | 4% | u | -13 | 3% | 0%
Cc1ccc(NC(=O)Cn2cccc2)cc1Cl | 0% | -5% | 1% | -6% | -9% | u | -15% | -4% | 1 | u | -1%
Cc1cc(N2CCN(C(=O)c3ccco3)CC2)n2ncc(-c3ccccc3)c2n1 | 12% | 2% | 57% | 3.5µM* | 4% | u | 2% | u | 20 | 12µM* | u
Cc1ccnc(OC(C(=O)O)C(OCCc2ccccc2)(c2ccccc2)c2ccccc2)n1 (configuration not stated) | x | -8% | -19% | -48%[inhibitor] | 1% | x | -5% | x | -5 | 3% | 1%
Fc1ccc(/C=N/N2CCCCC2)c(F)c1 | 12% | 0% | -1% | -3% | x | 10% | -24% | 4% | 15 | 2% | -2%
Cc1cccc(NC(=O)c2ccc(N3C(=O)C4C5C=CC(C6CC56)C4C3=O)cc2)c1 (configuration not stated) | -9% | -1% | 1% | -4% | 4% | u | 27% | u | -7 | u | -10%

Reformatted: results already given.
COc1ccccc1CNC(=O)C1(C)Oc2cccnc2NC1=O (configuration not stated)
  p53 reactivation = 21%	ELG1 genotoxic = -4%	BRCA1 expr act = -5%	Rab9 prom act = 10%	PKM2 act = -19%	RORg inh = 1%	Menin-MLL TR inh = 3%	VP16 counter = -25%	Giardia kill = -9	FLuc counter = -2%	NPC1 promoter act = -1%
Cc1cccc(NC(=O)c2ccc(N3C(=O)C4C5C=CC(C6CC56)C4C3=O)cc2)c1 (configuration not stated)
  p53 reactivation = -9%	ELG1 genotoxic = -1%	BRCA1 expr act = 1%	Rab9 prom act = -4%	PKM2 act = 4%	RORg inh = u	Menin-MLL TR inh = 27%	VP16 counter = u	Giardia kill = -7	FLuc counter = u	NPC1 promoter act = -10%

Later entries
SMILES | p53 reactivation | ELG1 genotoxic | BRCA1 expr act | Rab9 prom act | PKM2 act | RORg inh | Menin-MLL TR inh | VP16 counter | Giardia kill | FLuc counter | NPC1 promoter act
COc1ccc(S(=O)(=O)N(C)c2ccc(C(=O)NCc3ccco3)cc2)cc1 | 2% | 3% | -9% | 0% | 13µM* | 11% | x | 18% | -1 | 1% | 1%
COCN(C#N)c1nc(OC)nc(OC)n1 | -5% | 0% | -5% | 9% | -10% | 1% | 6% | -15% | 3 | 0% | 10%
CCOc1ccc(S(=O)(=O)N2CCC(c3ccccc3)CC2)cc1C(=O)O | -3% | -3% | 16% | -2% | x | -11% | 27% | 2% | -16 | 2% | -1%
COc1cc(C(=O)NC(=S)Nc2nc(-c3ccc(F)cc3)cs2)cc(OC)c1OC | 12% | -1% | 23% | 13% | -5% | -8% | x | 10% | -15 | 4% | 1%
O=C(CN(C(=O)CCC(=O)Nc1nccs1)c1ccc(F)cc1)NCC1CCCO1 (configuration not stated) | u | 1% | 6% | 5% | 1% | -10% | 10% | -4% | -7 | 0% | -3%
COc1cc(NC2c3ccccc3C(=O)N2Cc2ccccc2)cc(OC)c1OC (configuration not stated) | -7% | 0% | -35% | -4% | 6% | 9% | x | -15% | 14 | -3% | -6%
CCN1CCN(c2ccc(S(=O)(=O)N3CCCCC3)cc2NC(=O)Cc2c(F)cccc2Cl)CC1 | 22% | 1% | -30% | 0% | -3% | 15% | x | -7% | -6 | 1% | 0%
Cc1ccccc1-n1nc2c(c1NC(=O)C(C)C)CS(=O)(=O)C2 | 2% | 0% | 1% | -4% | x | 2% | -2% | 2% | -27 | -1% | 2%
CC(C)N(c1ccccc1)c1ccc(NC(=S)NCCN(C)C)cc1 | 7% | -9% | -30% | -7% | 13% | 1% | u | -4% | -4 | 2% | -3%
O=C(Nc1cccc(S(=O)(=O)N2CCCC2)c1)c1ccc2ccccc2n1 | -4% | -12% | 12% | -2% | -3% | 43% | u | 9% | -9 | u | -4%

An excerpt from above, limited to FLuc counter and BRCA1 expr act:
canonical_smiles,FLuc counter,BRCA1 expr act
CCN1CCN(c2ccc(S(=O)(=O)N3CCCCC3)cc2NC(=O)Cc2c(F)cccc2Cl)CC1,1%,-30%
Cc1ccccc1-n1nc2c(c1NC(=O)C(C)C)CS(=O)(=O)C2,-1%,1%

Molecules listed so far that have a cyano group:
SMILES | p53 reactivation | ELG1 genotoxic | BRCA1 expr act | Rab9 prom act | PKM2 act | RORg inh | Menin-MLL TR inh | VP16 counter | Giardia kill | FLuc counter | NPC1 promoter act
N#Cc1cccc(NC(=O)Nc2cccs2)c1 | -2% | -1% | 15% | 15% | 4% | 1% | u | -1% | -16 | 15µM* | 19%
COCN(C#N)c1nc(OC)nc(OC)n1 | -5% | 0% | -5% | 9% | -10% | 1% | 6% | -15% | 3 | 0% | 10%

Other compounds follow:
SMILES | p53 reactivation | ELG1 genotoxic | BRCA1 expr act | Rab9 prom act | PKM2 act | RORg inh | Menin-MLL TR inh | VP16 counter | Giardia kill | FLuc counter | NPC1 promoter act
CCOC(=O)c1oc2c(O)c(O)ccc2c(=O)c1-c1nncn1-c1ccccc1 | 14% | -1% | -9% | -4% | 25% | -23% | 1% | -1% | 2 | 4% | -1%
CC(=O)c1ccc(S(=O)(=O)NCc2cccnc2)cc1 | -1% | -2% | 18% | -1% | x | 18% | -2% | -2% | -14 | 1% | 3%
Cc1ccnc(NC(=O)Cn2c(=O)oc3cc(S(=O)(=O)N4CCCC4)ccc32)c1 | 11% | -1% | 2% | -2% | -1% | 0% | 14% | 3% | 20 | 1% | -1%
O=C(c1cccnc1)c1cccnc1 | 3% | -2% | -1% | -5% | -7% | 39% | -14% | 1% | -11 | -3% | -4%
Cc1ccccc1OCC(=O)Nc1ccc(S(=O)(=O)Nc2onc(C)c2C)cc1 | 4% | 8% | 81% | 8% | 5% | 1% | 17% | 0% | -26 | -2% | 1%
O=C(c1ccco1)N1N=C(c2ccc(Cl)cc2)CC1c1ccco1 (configuration not stated) | -9% | -2% | -52% | -1% | x | -4% | -2% | -1% | 26 | u | -2%
O=C(Nc1ccccn1)c1cccc(S(=O)(=O)N2CCOCC2)c1 | -4% | -4% | -4% | -4% | 8% | 12% | -8% | 6% | -6 | 6% | 0%
CC(C)(C)C(=O)COC(=O)c1cc(-c2ccncc2)nc2ccccc12 | 0% | -7% | -7% | 14% | -2% | -22% | 12% | 1% | -10 | u | -4%
CCCCC(CC)C(=O)Nc1ccc(Cl)cn1 (configuration not stated) | 9% | 1% | 3% | -3% | -8% | 35% | -8% | -3% | 22 | -1% | 0%
COc1ccc(C2C(C#N)=C(N)N(N(C)C)C3=C2C(=O)CCC3)cc1 (configuration not stated) | -3% | 6% | -1% | -6% | x | 13% | 13% | -14% | 5 | 0% | -5%
CCOC(=O)c1ccc(S(=O)(=O)N2CCC(C(=O)NCC3CCCCC3)CC2)cc1 | 4% | 3% | 28% | 1% | x | x | x | x | 1 | 1% | -1%
COc1ccc([N+](=O)[O-])cc1N(CC(=O)N1CCCCC1)S(C)(=O)=O | 1% | 2% | -3% | -1% | 5% | -22% | 3% | -4% | -5 | 1% | -6%
CN(CCN1CCOCC1)Cc1nc(-c2cccs2)no1 | 2% | 7% | 28% | -9% | 2% | 9% | 13% | 28% | 10 | 1% | 2%
